GLP-1R agonist: qHTS of GLP-1 Receptor Agonists; Glucagon-like peptide 1 receptor (Homo sapiens), P43220; HEK293 GLP-1R CRE-luciferase, luminescence, 4-6 h; cells express a hypersensitive GLP-1R form; Potency, µM (highest dose often 45.6 µM), without a hit: at the highest dose activation, usual class: activators; 380,000 compounds, 0.007% hits; AID 624172, 2012; note: potency is the fitted concentration of half-maximal effect; % of control where 0% means no effect
EPAC1 antagonist: qHTS for Antagonist of cAMP-regulated guanine nucleotide exchange factor 3 (EPAC1): primary screen. EPAC1 GEF assay, Rap1b-BODIPY-GDP exchange fluorescence. Potency, µM (doses to about 115 µM), for inactives: at the highest dose activity change, negative = inhibition, most hits filed as inhibitors. 360,000 compounds, 0.14% hits. AID 720709, 2013;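 note: potency is the fitted concentration of half-maximal effect; plate controls were vehicle for no effect and positive control for full effect; nearly all actives have a fitted effect of over 50% in size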
Target sequence (O95398 whole entry, looked up): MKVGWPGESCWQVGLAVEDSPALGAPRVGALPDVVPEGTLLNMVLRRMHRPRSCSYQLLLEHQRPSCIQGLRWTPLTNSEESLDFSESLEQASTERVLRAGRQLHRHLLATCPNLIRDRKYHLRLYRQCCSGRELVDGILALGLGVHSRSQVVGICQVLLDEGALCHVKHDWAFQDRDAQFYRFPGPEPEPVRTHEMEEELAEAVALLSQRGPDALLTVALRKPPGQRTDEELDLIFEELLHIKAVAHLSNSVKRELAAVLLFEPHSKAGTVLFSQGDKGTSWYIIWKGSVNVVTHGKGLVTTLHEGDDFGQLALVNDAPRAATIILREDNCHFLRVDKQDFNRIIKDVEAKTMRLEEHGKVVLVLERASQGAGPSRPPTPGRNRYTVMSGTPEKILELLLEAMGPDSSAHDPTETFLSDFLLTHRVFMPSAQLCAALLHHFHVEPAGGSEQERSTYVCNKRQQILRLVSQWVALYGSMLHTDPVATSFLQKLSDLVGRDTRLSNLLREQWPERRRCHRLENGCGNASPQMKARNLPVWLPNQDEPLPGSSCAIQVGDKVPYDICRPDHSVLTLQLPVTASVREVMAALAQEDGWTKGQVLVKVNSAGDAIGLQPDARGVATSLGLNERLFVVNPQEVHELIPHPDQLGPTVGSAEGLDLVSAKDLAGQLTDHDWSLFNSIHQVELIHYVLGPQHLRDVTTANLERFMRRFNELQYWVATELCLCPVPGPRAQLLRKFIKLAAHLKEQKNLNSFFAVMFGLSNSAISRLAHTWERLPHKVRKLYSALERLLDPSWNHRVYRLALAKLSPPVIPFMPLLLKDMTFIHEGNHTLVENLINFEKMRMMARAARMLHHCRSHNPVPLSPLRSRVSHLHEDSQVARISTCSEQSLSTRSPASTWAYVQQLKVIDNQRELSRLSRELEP
GLP1R cytotox: qHTS of GLP-1 Receptor Inverse Agonists: Cytotox Screen; HEK293 cAMP-luciferase reporter cells, luminescence, 24 h; Potency, µM (highest dose often 38.3 µM), for inactives: at the top dose activity change, negative = inhibition, most hits filed as inhibitors; 410,000 compounds, 0.13% hits; AID 624418, 2012;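 note: loss of luciferase light is scored as toxicity; potency is the fitted concentration of half-maximal effect; % is set by controls: 0 for no effect and ±100 for the full control effect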
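Luminescence readout: signal drop marks cytotoxicity. Plated cells grew 12 h at 37 °C, 5% CO2, received 23 nL compound for 24 h, then got luciferase reagent, read after 12 min at RT.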
GLP1R inv ag: qHTS of GLP-1 Receptor Inverse Agonists (Inhibition Mode); HEK293 GLP-1R CRE-luciferase, luminescence, 24 h; GLP-1R form is constitutively active; Glucagon-like peptide 1 receptor (Homo sapiens), P43220; AID 624417, 2012; Potency, µM (titrated, usually from 38.3 µM), for the others: top-dose activity change, negative = inhibition, usual class: inhibitors; 410,000 compounds, 1.6% hits; note: potency is the fitted concentration of half-maximal effect; % is set by controls: 0 for no effect and ±100 for the full control effect; nearly all actives have a fitted effect of over 55% in size
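Assay principle: reduced luminescence from a cAMP-responsive reporter in HEK293 cells co-expressing a constitutively active GLP-1R. Conditions: 24 hr compound incubation, 37 deg C, 5% CO2.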
EPAC1 agonist: qHTS for Agonist of cAMP-regulated guanine nucleotide exchange factor 3 (EPAC1): primary screen. Rap guanine nucleotide exchange factor 3 (Homo sapiens), O95398. EPAC1 agonist qHTS, biochemical assay; response scale: 100% = response to 6.5 mM cAMP. Potency, µM (titrated, usually from 154 µM), for the others: at the top dose activation, usual class: activators. 360,000 compounds, 0.073% hits. AID 720707, 2013; note: potency is the fitted concentration of half-maximal effect; nearly all actives have a fitted effect of over 60% in size
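Fluorescent GDP-exchange assay: 100 nM EPAC1 with 250 nM Rap1B preloaded with BODIPY-GDP and 50 uM GDP; compounds tested as concentration series, 5 min at room temperature, then read every 5 min for 30 min (ex 480/em 540 nm); normalized to 6.5 mM cAMP.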
PI5P4Ka inh: qHTS for Inhibitors of phosphatidylinositol 5-phosphate 4-kinase (PI5P4K) | PI5P4Kalpha enzyme, ADP-Glo luminescence, 60 min; stronger effect = lower value | max response, % | 330,000 compounds, 1.2% hits | AID 652105, 2013; active = max response of -50% or lower; inconclusive = between -30% and -50%; inactive = -30% or higher; note: value at the top dose of about 77 µM; % is set by controls: 0 for no effect and ±100 for the full control effect
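PI5P4Kalpha ADP-Glo assay; 5 microM ATP final; 60 min RT reaction; HEPES pH 7.4/EGTA/CHAPS, 5% DMSO; controls lacking substrate or enzyme; luminescent end-point.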
PLK1 PBD block: qHTS for Inhibitors of PLK1-PDB (polo-like kinase 1 - polo-box domain): Primary Screen; Serine/threonine-protein kinase PLK1 (Homo sapiens), P53350; Plk1 PBD binding of FITC phosphopeptide, fluorescence polarization; Potency, µM, for the others: max response, negative = inhibition, actives largely listed as inhibitors; 360,000 compounds, 2.8% hits; AID 720504, 2013; note: potency is the fitted concentration of half-maximal effect; series mostly up to about 57 µM; % is set by controls: 0 for no effect and ±100 for the full control effect; nearly all actives have a fitted effect of over 65% in size
PTHR1 ag: qHTS for PTHR1 Agonists: Primary Screen; 410,000 compounds, 0.075% hits; Potency, µM (top dose mostly 115 µM), for the others: top-dose activation, actives largely listed as activators; HEK293 GP2 PTHR1 cells, GloSensor cAMP luminescence, 1 h; note: potency is the fitted concentration of half-maximal effect; nearly all actives have a fitted effect of over 55% in size; some results filed as inactive show a strong effect at the top dose; inactives centre near -15; many of its hits are not listed in these tables
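HEK-293-derived GP2 cells expressing PTHR1 and a GloSensor cAMP reporter, 3,000/well, plated overnight, given luciferin plus IBMX (each 0.5 mM as added) for 1 h at 37 °C, then compound for 1 h at 37 °C. Luminescence was read after 15 min at room temperature.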
IL2 activator: qHTS of IL-2 Activators | IL-2 activation reporter assay, cell-based qHTS; stimulated with anti-CD3/CD4/CD28 beads; in transgenic mouse T cells | activation, % (series mostly up to about 46 µM) | 360,000 compounds, 0.065% hits | AID 652025, 2013; in the data active = activation above about 50%; inconclusive = mostly about 30% to 49%; note: 0% is about no effect
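EGFP and DsRed fluorescence is measured by plate cytometry in unstimulated transgenic mouse T cells exposed to compound for 60 minutes, then stimulated 18 hours at 37 degrees C with anti-CD3/anti-CD4 beads plus anti-CD28.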
* hit, by the source's call; [ ] = remark or other dose. Unless noted, calls come from the whole dose curve; as a rule, active = well fitted curve in the direction sought with a large enough effect; inconclusive = small, poorly fitted or top-dose-only effect, or another doubt; inactive = no such curve, though single readings can be large; an effect the other way counts as inactive or inconclusive. This is a subset; count on the stated rates, not on these rows.

Start of the data: the first 2 entries, to show the layout:
Results for Cn1c(=O)c2c(nc(NCCc3ccccc3)n2Cc2ccccc2)n(C)c1=O ?
GLP-1R agonist: 1%; EPAC1 antagonist: -6%; GLP1R cytotox: -15%; GLP1R inv ag: -24%; EPAC1 agonist: 9%; PLK1 PBD block: -8%; PTHR1 ag: -11%[57.5 µM]; IL2 activator: -3.1

Results for Cc1ccsc1/C=N/NC(=O)c1nnn(-c2nonc2N)c1CSc1ccccc1 ?
GLP-1R agonist: 2%; EPAC1 antagonist: -15%; GLP1R cytotox: 0%; GLP1R inv ag: -9%; EPAC1 agonist: 7%; PI5P4Ka inh: -3; PLK1 PBD block: -15%; PTHR1 ag: inactive; IL2 activator: -2.3

The listing (from the top)
Results for Cn1c(=O)c2c(nc(NCCc3ccccc3)n2Cc2ccccc2)n(C)c1=O ?
GLP-1R agonist: 1%; EPAC1 antagonist: -6%; GLP1R cytotox: -15%; GLP1R inv ag: -24%; EPAC1 agonist: 9%; PLK1 PBD block: -8%; PTHR1 ag: -11%[57.5 µM]; IL2 activator: -3.1

Results for Cc1ccsc1/C=N/NC(=O)c1nnn(-c2nonc2N)c1CSc1ccccc1 ?
GLP-1R agonist: 2%; EPAC1 antagonist: -15%; GLP1R cytotox: 0%; GLP1R inv ag: -9%; EPAC1 agonist: 7%; PI5P4Ka inh: -3; PLK1 PBD block: -15%; PTHR1 ag: inactive; IL2 activator: -2.3

Results for CCCCOc1ccc(S(=O)(=O)NC(=O)C2(C)CCN2C(=O)c2c(C)noc2C)cc1 (stereo not given) ?
GLP-1R agonist: -7%; EPAC1 antagonist: 1%; GLP1R cytotox: 3%; GLP1R inv ag: 3%; EPAC1 agonist: -6%; PI5P4Ka inh: 0; PLK1 PBD block: -5%; PTHR1 ag: inactive; IL2 activator: 0.7

How did Cc1cc2nc(C3CCCCC3)c(Cc3ccccc3)n2c(C)c1Br do in these assays?
GLP-1R agonist: 0%; EPAC1 antagonist: -5%; GLP1R cytotox: 4%; GLP1R inv ag: inconclusive; EPAC1 agonist: -7%; PI5P4Ka inh: 6; PLK1 PBD block: -5%; PTHR1 ag: -1%; IL2 activator: 1.1

How did O=C(OCC(=O)c1ccccc1Cl)C1=NN(c2ccccc2)C(=O)CC1 do in these assays?
GLP-1R agonist: -9%; EPAC1 antagonist: -6%; GLP1R cytotox: 3%; GLP1R inv ag: 9%; EPAC1 agonist: 0%; PI5P4Ka inh: -6; PLK1 PBD block: 0%; PTHR1 ag: inactive; IL2 activator: -0.3

Results for CCn1nc(C)cc1C(=O)NC1CCCc2c1cnn2-c1cc(F)cc(F)c1 (stereo not given) ?
GLP-1R agonist: -3%; EPAC1 antagonist: 11%; GLP1R cytotox: inconclusive; GLP1R inv ag: -27%; EPAC1 agonist: 0%; PI5P4Ka inh: -5; PLK1 PBD block: 3%; PTHR1 ag: -37%[inhibitor]; IL2 activator: -2.7

How did C/C(=N\NC(=O)c1ccccc1F)c1cccc(NC(=O)c2ccccc2)c1 do in these assays?
GLP-1R agonist: -1%; EPAC1 antagonist: -7%; GLP1R cytotox: 7%; GLP1R inv ag: 4%; EPAC1 agonist: -12%; PI5P4Ka inh: -6; PLK1 PBD block: 0%; PTHR1 ag: inactive; IL2 activator: -4.2

How did CCOC(=O)C1=C(CCc2ccccc2)NC(=O)NC1c1ccc(Br)cc1 (stereo not given) do in these assays?
GLP-1R agonist: 3%; EPAC1 antagonist: -28%; GLP1R cytotox: 3%; GLP1R inv ag: inconclusive; EPAC1 agonist: -2%; PI5P4Ka inh: 5; PLK1 PBD block: 0%; PTHR1 ag: inactive; IL2 activator: -0.7

What do the screens show for `O=C1OCCN1C(=O)[C@H]1[C@H](c2ccc([N+](=O)[O-])cc2)C(c2ccccc2)=NN1c1ccccc1`?
GLP-1R agonist: -1%; EPAC1 antagonist: 9%; GLP1R cytotox: -19%; GLP1R inv ag: inconclusive; EPAC1 agonist: -1%; PI5P4Ka inh: 1; PLK1 PBD block: -3%; PTHR1 ag: inactive; IL2 activator: -0.5

What do the screens show for `O=C(O)C1CCCCC1C(=O)NC(c1ccccc1)c1ccccc1` (stereo not given)?
GLP-1R agonist: 3%; EPAC1 antagonist: 8%; GLP1R cytotox: -2%; GLP1R inv ag: -3%; EPAC1 agonist: 3%; PI5P4Ka inh: -4; PLK1 PBD block: 0%; PTHR1 ag: inactive; IL2 activator: -2.1

Results for CCCn1cc(SCC(=O)NCc2ccc3c(c2)OCO3)c2ccccc21 ?
GLP-1R agonist: -1%; EPAC1 antagonist: inconclusive; GLP1R cytotox: 4%; GLP1R inv ag: inconclusive; EPAC1 agonist: -16%; PI5P4Ka inh: 6; PLK1 PBD block: -1%; PTHR1 ag: -43%[inhibitor]; IL2 activator: -1.9

What do the screens show for `Clc1ccccc1Nc1ncnc2c1nc1n2CCCCC1`?
GLP-1R agonist: 1%; GLP1R cytotox: 4%; GLP1R inv ag: 18%; PTHR1 ag: -40%[inhibitor]

Results for COc1ccc(-c2nnn(CC(=O)N(Cc3ccccc3Cl)C(C(=O)NCC3CCCO3)c3ccco3)n2)cc1OC (stereo not given) ?
GLP-1R agonist: 27%; EPAC1 antagonist: -11%; GLP1R cytotox: -8%; GLP1R inv ag: 0%; EPAC1 agonist: 12%; PLK1 PBD block: -3%; PTHR1 ag: 3%[57.5 µM]; IL2 activator: 0.1

How did Cc1ccc(/C=N/NC(=O)Cc2c(F)cccc2Cl)s1 do in these assays?
GLP-1R agonist: 11%; EPAC1 antagonist: 2%; GLP1R cytotox: -3%; GLP1R inv ag: inconclusive; EPAC1 agonist: 2%; PI5P4Ka inh: -12; PLK1 PBD block: -20%; PTHR1 ag: -11%; IL2 activator: -4.0

Results for CCC(=O)n1nc(-c2ccccc2)nc1SCC(=O)Nc1ccc(C)cc1 ?
GLP-1R agonist: 2%; EPAC1 antagonist: 22%; GLP1R cytotox: -7%; GLP1R inv ag: 2%; EPAC1 agonist: 8%; PI5P4Ka inh: 0; PLK1 PBD block: -8%; PTHR1 ag: inconclusive; IL2 activator: 0.5

What do the screens show for `O=C(c1ccc2c(=O)n(Cc3ccco3)c(=S)[nH]c2c1)N1CCN(Cc2ccccc2)CC1`?
GLP-1R agonist: -7%; EPAC1 antagonist: 6%; GLP1R cytotox: -31%; GLP1R inv ag: inconclusive; EPAC1 agonist: 11%; PLK1 PBD block: -5%; PTHR1 ag: -14%[57.5 µM]; IL2 activator: -1.0

Results for COc1cccc(CN2CCC(C(=O)Nc3ccc(-c4cccc(C)c4)cc3)CC2)c1O ?
GLP-1R agonist: 14%; EPAC1 antagonist: -18%; GLP1R cytotox: inconclusive; GLP1R inv ag: inconclusive; EPAC1 agonist: -15%; PI5P4Ka inh: -1; PLK1 PBD block: -2%; PTHR1 ag: -24%; IL2 activator: -0.2

Results for CCOC(=O)[C@H]1[C@H]2COc3ccccc3[C@@H]2N2C(=O)c3ccccc3NC(=O)[C@@]12C ?
GLP-1R agonist: 1%; EPAC1 antagonist: -4%; GLP1R cytotox: 24%; GLP1R inv ag: 26%; EPAC1 agonist: -13%; PI5P4Ka inh: -4; PLK1 PBD block: -1%; PTHR1 ag: -1%; IL2 activator: -3.0

How did O=C(/C=C/c1ccco1)NCc1ccc2c(c1)OCO2 do in these assays?
GLP-1R agonist: -2%; EPAC1 antagonist: 9%; GLP1R cytotox: -7%; GLP1R inv ag: 1%; EPAC1 agonist: -8%; PI5P4Ka inh: -17; PLK1 PBD block: -25%; PTHR1 ag: inactive; IL2 activator: 2.4

Results for Cc1cc(C)c(C)c(S(=O)(=O)N2CCN(C(=O)c3ccco3)CC2)c1C ?
GLP-1R agonist: 18%; EPAC1 antagonist: -18%; GLP1R cytotox: 1%; GLP1R inv ag: -23%; EPAC1 agonist: 13%; PI5P4Ka inh: 5; PLK1 PBD block: -8%; PTHR1 ag: -40%; IL2 activator: 1.8

Results for O=C(NNC(=S)NC1CCCCC1)c1ccccc1Br ?
GLP-1R agonist: -4%; EPAC1 antagonist: -3%; GLP1R cytotox: -3%; GLP1R inv ag: -10%; EPAC1 agonist: -4%; PI5P4Ka inh: -1; PLK1 PBD block: -15%; PTHR1 ag: -19%; IL2 activator: 2.9

What do the screens show for `Cc1cc(OCC(=O)NCc2nc(-c3ccccc3)no2)c(C)cc1Br`?
GLP-1R agonist: -8%; EPAC1 antagonist: 5%; GLP1R cytotox: -3%; GLP1R inv ag: 13%; EPAC1 agonist: -1%; PI5P4Ka inh: 2; PLK1 PBD block: 2%; PTHR1 ag: -17%[57.5 µM]; IL2 activator: 1.2

Results for N#Cc1ccc(NC(=O)COC(=O)CCc2nc3ccccc3c(=O)[nH]2)cc1 ?
GLP-1R agonist: 1%; EPAC1 antagonist: -16%; GLP1R cytotox: inconclusive; GLP1R inv ag: -17%; EPAC1 agonist: 2%; PI5P4Ka inh: 1; PLK1 PBD block: -9%; PTHR1 ag: inactive; IL2 activator: -3.3

Results for COc1ccc(C(=O)Cn2cnc3ccccc3c2=O)c(OC)c1 ?
GLP-1R agonist: 10%; EPAC1 antagonist: 13%; GLP1R cytotox: -2%; GLP1R inv ag: 14%; EPAC1 agonist: -8%; PI5P4Ka inh: -7; PLK1 PBD block: 4%; PTHR1 ag: -10%; IL2 activator: -3.2

What do the screens show for `CC(C)[C@H](NC(=O)N1c2ccccc2NC(=O)[C@@H]1C(C)C)C(=O)N[C@@H](C(=O)O)c1ccccc1`?
GLP-1R agonist: -3%; EPAC1 antagonist: -24%; GLP1R cytotox: -8%; GLP1R inv ag: 0%; EPAC1 agonist: -16%; PI5P4Ka inh: 0; PLK1 PBD block: -17%; PTHR1 ag: -21%; IL2 activator: -0.3

High-throughput results (PubChem)
